Compound activity: PubChem BioAssay, Sanford-Burnham Center for Chemical Genomics
MPTP inh: mitochondrial permeability transition pore inhibitors, primary screen, biochemical, isolated mouse mitochondria, absorbance; Ca2+ swelling absorbance, 30 min; inhibition, % at 10 µM; 1.4% of 360,000 active;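 active means inhibition of 50% or more, scaled per plate between neutral and stimulator controls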;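 further: 0% = DMSO wells given calcium and 100% = 1 mM EGTA wells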
hIAP block: human IAP inhibitors, primary screen, biochemical, luminescence, uHTS; purified IAP, CDP-Star luminescence, 30 min; inhibition, % at 10 µM; Intestinal-type alkaline phosphatase (Homo sapiens), P09923; 0.12% of 330,000 active;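 active means inhibition reaching a set limit with compound at 10 µM in the primary screen, cut at about 35% in these data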;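 further: plate controls were DMSO wells with enzyme for no effect and no-enzyme buffer wells for full effect; values of inactives mirror those of a sister screen read the other way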
A3A deaminase: APOBEC3A ssDNA deaminase inhibitors, primary screen, selectivity assay for APOBEC3G inhibitor project, biochemical, FAM/TAMRA oligo cleavage fluorescence. DNA dC->dU-editing enzyme APOBEC-3A (Homo sapiens), P31941. recombinant A3A, FAM/TAMRA ssDNA deamination fluorescence. inhibition, % at 20 µM. 0.41% of 330,000 active;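 active means at least 40% inhibition at 20 µM here, with at most 30% in a related deaminase screen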;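 further: plate controls were A3A with DMSO for no effect and wells lacking A3A enzyme for full effect; some results filed as inactive read as strong as hits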
Target sequence (P31941 whole entry, looked up): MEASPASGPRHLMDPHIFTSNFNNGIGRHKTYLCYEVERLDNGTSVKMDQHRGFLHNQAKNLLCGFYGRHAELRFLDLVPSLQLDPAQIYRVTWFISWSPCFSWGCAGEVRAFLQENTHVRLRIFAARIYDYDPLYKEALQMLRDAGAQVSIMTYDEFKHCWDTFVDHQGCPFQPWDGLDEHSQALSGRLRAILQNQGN
MIN6 prolif: inducers of MIN6 beta-cell proliferation, primary screen, ATP luminescence, uHTS. AID 2380, 2010. MIN6 cells proliferation, ATPlite luminescence, 48 h; cells starved in 0.2% serum; 100% = growth in 10% serum. 0.29% of 330,000 active. proliferation, % at 10 µM;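 active means compounds whose signal lies at least 3.5 SD above the mean of all wells on their plate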;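 further: 0% = DMSO-treated cells in low-serum medium and 100% = 10% serum control; some compounds called inactive have numbers as strong as hits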
mIAP act: activators of mouse IAP, primary screen, biochemical, luminescence, uHTS; activation factor at 10 µM; muIAP, CDP-Star luminescence, 30 min; hits give high values; 1 = vehicle-only enzyme signal, 0 = enzyme-free wells; AID 2805, 2010; 0.24% of 330,000 active;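 active means activation factor of at least 2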; further: the source names both 10 and 20 µM as test concentration; values of inactives mirror those of a sister screen read the other way
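Assay system: mouse IAP enzyme; reagent: chemiluminescent substrate CDP-Star; dosing: test compounds delivered from DMSO solution; schedule: 30 min at room temperature; measured by: luminescence from enzymatic CDP-Star hydrolysis; controls: DMSO-only wells and no-enzyme negative control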
A3G deaminase: APOBEC3G DNA deaminase inhibitors, primary screen, biochemical, fluorescence, single-stranded DNA substrate, uHTS; recombinant A3G, ssDNA deamination FAM/TAMRA fluorescence; inhibition, % at 20 µM; DNA dC->dU-editing enzyme APOBEC-3G (Homo sapiens), Q9HC16; 0.28% of 330,000 active; AID 493012, 2011;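 active means inhibition of at least 40% at 20 µM, with no more than 30% in the related APOBEC3A deaminase screen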;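 further: plate controls were DMSO wells with A3G for no effect and wells lacking A3G enzyme for full effect; some compounds called inactive have numbers as strong as hits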
Target sequence (Q9HC16 whole entry, looked up): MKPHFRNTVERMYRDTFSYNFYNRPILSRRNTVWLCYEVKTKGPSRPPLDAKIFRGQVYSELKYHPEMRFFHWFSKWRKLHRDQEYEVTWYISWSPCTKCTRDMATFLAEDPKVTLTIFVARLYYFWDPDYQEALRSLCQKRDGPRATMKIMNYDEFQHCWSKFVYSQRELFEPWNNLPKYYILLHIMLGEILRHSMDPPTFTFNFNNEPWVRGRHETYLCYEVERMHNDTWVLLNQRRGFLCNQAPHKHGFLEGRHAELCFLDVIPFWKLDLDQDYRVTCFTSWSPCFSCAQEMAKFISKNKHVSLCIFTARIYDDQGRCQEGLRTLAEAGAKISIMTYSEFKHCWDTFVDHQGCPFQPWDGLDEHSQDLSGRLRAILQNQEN
mIAP block: inhibitors of mouse IAP, primary screen, biochemical, luminescence, uHTS. inhibition, % at 10 µM. AID 2806, 2010. 0.2% of 330,000 active. intestinal alkaline phosphatase [Mus musculus]. purified mouse IAP, CDP-Star luminescence, 30 min;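 active means inhibition of at least 40% at 10 µM in the primary screen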;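 further: plate controls were DMSO with enzyme for no effect and no enzyme wells for full effect; values of inactives mirror those of a sister screen read the other way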
ATG4B inhibitor: ATG4B protease inhibitors, primary screen, biochemical, fluorescence, uHTS; Cysteine protease ATG4B (Homo sapiens), Q9Y4P1; ATG4B cleavage of LC3-PLA2, NBD-HPC fluorescence, 1 h; inhibition, % at 8.33 µM; 0.51% of 340,000 active; AID 504462, 2011; in the data active means inhibition above about 40%
Target sequence (Q9Y4P1 whole entry, looked up): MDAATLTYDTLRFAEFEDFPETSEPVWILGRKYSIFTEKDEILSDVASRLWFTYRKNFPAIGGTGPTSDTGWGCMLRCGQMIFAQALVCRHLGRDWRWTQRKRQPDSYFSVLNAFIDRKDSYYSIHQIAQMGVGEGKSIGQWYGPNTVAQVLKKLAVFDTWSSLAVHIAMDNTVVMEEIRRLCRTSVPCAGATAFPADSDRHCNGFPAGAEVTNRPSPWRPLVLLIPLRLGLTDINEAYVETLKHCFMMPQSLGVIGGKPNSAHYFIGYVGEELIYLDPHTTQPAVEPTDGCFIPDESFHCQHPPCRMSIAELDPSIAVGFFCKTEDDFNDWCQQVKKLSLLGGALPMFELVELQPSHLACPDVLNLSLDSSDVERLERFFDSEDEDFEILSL
hIAP act: human IAP activators, primary screen, biochemical, luminescence, uHTS. Intestinal-type alkaline phosphatase (Homo sapiens), P09923. purified human IAP, CDP-Star luminescence, 30 min; hits give high values; 1 = vehicle-only enzyme, 0 = enzyme-free background. activation factor at 10 µM. 0.16% of 330,000 active. AID 2524, 2010;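 active means activation factor of the enzyme at least 2-fold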; further: the source names both 10 and 20 µM as test concentration; values of inactives mirror those of a sister screen read the other way
* hit, by the source's call.

cpd	structure	MPTP inh	hIAP block	A3A deaminase	MIN6 prolif	mIAP act	A3G deaminase	mIAP block	ATG4B inhibitor	hIAP act
1	CCCCN(C(=O)c1cc(OC)c(OC)c(OC)c1)C1=CC2CCC(C1)N2C (configuration not stated)	-0.4	-5	-3	-3	1.1	-2	-8	-4	1.1
2	COC(=O)/C(C#N)=C/c1c(N2CCN(c3ccccc3)CC2)nc2c(C)cccn2c1=O	-0.4	11	-3	1	0.94	-11	6	24	0.89
3	Cc1ccc(-c2cnc3ccccc3n2)cc1C	-0.3	8	-1	-2	0.98	-3	2	9	0.92
4	O=c1[nH]c(CN2CCN(S(=O)(=O)c3ccc(Cl)cc3)CC2)nc2cc(Cl)ccc12	-2.0	-18	-6	-5	1	-9	-3	-17	1.2
5	COC(=O)N/N=C1\CCCc2ccccc21	-0.2	-1	1	0	0.96	-6	4	-4	1
6	Cn1c(C(=O)OCC(=O)NCc2ccco2)cc2sccc21	-0.1	6	5	-4	0.97	0	3	-22	0.94
7	COc1ccc(NC(=O)CSc2n[nH]c(C)c2[N+](=O)[O-])cc1	0.7	0	7	-4	0.94	-1	6	0	1
8	O=C(CCC(=O)c1ccc(F)cc1)NC1CCCN(Cc2ccccc2F)C1 (configuration not stated)	0.2	-18	-6	0	1.1	4	-12	-1	1.2
9	Cc1cc(C)n2[nH]c(=O)c(N=Nc3ccc(S(N)(=O)=O)cc3)c2n1	-1.3	19	2	1	0.86	4	14	-2	0.81
10	Cc1ccc(NCc2n[nH]c(=S)n2-c2ccccc2)c(C)c1	-0.3	-1	-4	-2	0.95	-5	5	-3	1
11	Cc1ccc2ccc(C(Nc3ccccn3)c3ccccc3)c(O)c2n1 (configuration not stated)	1.2	-4	-5	-6	1.1	-7	-10	-7	1
12	COc1ccccc1-c1ccc(SCc2cccc(F)c2)nn1	0.2	-3	2	2	1	-5	0	6	1
13	CCCCn1c(SCC(=O)N2CCCc3ccccc32)nc2c1c(=O)n(C)c(=O)n2C	-0.7	-11	0	-2	1	0	-3	1	1.1
14	Cc1cc(C)n(CCNC(=O)c2cc(COc3ccc4ncccc4c3)on2)n1	63*	10	0	-4	1	-6	-1	-5	0.9
15	Cc1ccc(Nc2cc(C(=O)NCCCN3CCOCC3)c3ccccc3n2)cc1C	0.9	23	-1	-6	0.98	0	2	-4	0.77
16	COc1ccccc1N1CCN(C(=O)CSc2nc3ccccc3nc2N2CCCCC2)CC1	-0.5	0	-2	-7	0.94	-5	6	-7	1
17	CCCCn1c(N)c(N(CCC(C)C)C(=O)CSc2nnc(Nc3ccccc3)s2)c(=O)[nH]c1=O	-0.4	-15	4	-3	1.1	-15	-12	-7	1.2
18	CC1=C(C(=O)OCC2CCCCC2)C(c2ccccc2F)NC(=O)N1 (configuration not stated)	5.8	-18	2	-3	0.95	0	5	-12	1.2
19	CC(=O)Nc1ccc(N/C=C(\C=O)c2nc3ccccc3o2)cc1	-0.7	-36	-2	2	1	-7	-1	-6	1.4
20	Cn1cnnc1SCC(=O)c1c(N)n(Cc2ccccc2)c(=O)n(C)c1=O	-1.6	-3	-3	1	1	-2	-2	-6	1
21	Cc1ccc(-c2nc(NCc3ccco3)n(C(=O)c3ccco3)n2)cc1	-1.8	-13	2	-3	0.95	-8	5	-1	1.1
22	CC(C)(C)NC(=O)C(=O)NCc1ccccn1	-0.1	-16	-2	0	0.96	-8	4	-7	1.2
23	C=CCSc1nc(=O)n2ccccc2n1	-0.1	-5	0	1	1.1	-5	-8	3	1.1
24	COc1ccc(CNC[C@H]2O[C@@H](n3cnc4c(N)ncnc43)[C@H](O)[C@@H]2O)cc1OC	-0.1	-10	-1	-1	1.1	-6	-6	-1	1.1
25	CCn1c(SCC(=O)N2CCC(C)CC2)nc2c1c(=O)n(C)c(=O)n2C	-0.3	3	-3	0	1.1	-5	-9	-3	0.97
26	CC(C)OC(=O)Nc1ccc2c(c1)N(C(=O)CCN1CCN(CCO)CC1)c1ccccc1CC2	-1.0	-7	5	-1	1	-2	-3	-7	1.1
27	COc1ccccc1CNC(=O)COC(=O)c1cnccn1	-3.3	0	-1	6	0.92	-5	8	4	1
28	CCCCn1c(N)c(N(CCOC)C(=O)c2cnccn2)c(=O)[nH]c1=O	-2.3	16	11	-1	0.94	-6	6	-4	0.84
29	Nc1nc(NC(=O)c2ccc(F)cc2)ns1	-0.3	12	-4	1	1	-8	-3	-2	0.88
30	COC(=O)c1cccc(NC(=O)Nc2ccc(Cl)cc2Cl)c1	84*	2	-1	-3	1.7	0	-74	-3	0.98

Random excerpt: 5 entries already listed, in no set order.
cpd	structure	MPTP inh	hIAP block	A3A deaminase	MIN6 prolif	mIAP act	A3G deaminase	mIAP block	ATG4B inhibitor	hIAP act
25	CCn1c(SCC(=O)N2CCC(C)CC2)nc2c1c(=O)n(C)c(=O)n2C	-0.3	3	-3	0	1.1	-5	-9	-3	0.97
20	Cn1cnnc1SCC(=O)c1c(N)n(Cc2ccccc2)c(=O)n(C)c1=O	-1.6	-3	-3	1	1	-2	-2	-6	1
19	CC(=O)Nc1ccc(N/C=C(\C=O)c2nc3ccccc3o2)cc1	-0.7	-36	-2	2	1	-7	-1	-6	1.4
24	COc1ccc(CNC[C@H]2O[C@@H](n3cnc4c(N)ncnc43)[C@H](O)[C@@H]2O)cc1OC	-0.1	-10	-1	-1	1.1	-6	-6	-1	1.1
17	CCCCn1c(N)c(N(CCC(C)C)C(=O)CSc2nnc(Nc3ccccc3)s2)c(=O)[nH]c1=O	-0.4	-15	4	-3	1.1	-15	-12	-7	1.2

(continued)
cpd	structure	MPTP inh	hIAP block	A3A deaminase	MIN6 prolif	mIAP act	A3G deaminase	mIAP block	ATG4B inhibitor	hIAP act
31	COc1cccc(CNC(=O)CCCn2c(=S)[nH]c3cc4c(cc3c2=O)OCO4)c1	-0.3	11	-3	-2	1	-4	0	9	0.89
32	CC(=O)c1cccc(N=C2NC(=O)CS2)c1	-0.6	-3	-2	1	1	-5	0	-2	1
33	CCOC(=O)C1=C(N)OC2=C(C(=O)CC(C)C2)C1c1cccnc1 (configuration not stated)	14	12	-3	-2	0.84	-4	16	6	0.88
34	Nc1c(Cl)cc(C2=NCCn3nc4ccccc4c32)cc1Cl	-2.4	3	3	-1	0.95	3	5	2	0.97
35	O=c1c2c3c(sc2ncn1Cc1ccc(F)cc1)CCC3	4.8	-16	3	-3	0.85	4	15	-6	1.2
36	O=C(NNC(=O)c1ccccc1O)c1ccc(S(=O)(=O)Nc2ccccc2)cc1	-0.5	-74	-2	-3	0.77	-13	23	0	1.7
37	O=C(Nc1c(C(=O)O)[nH]c2ccccc12)NC1CCCCC1	0.9	10	1	1	1.1	0	-14	-9	0.9
38	Nc1cc(CN2C(=O)c3ccccc3C2=O)cc(Cl)c1O	-2.4	4	1	-2	0.95	11	5	0	0.96
39	COc1ccc(OC)c(C(c2nnnn2CCc2ccccc2)N2CCN(c3ccccc3)CC2)c1 (configuration not stated)	-0.5	-1	-3	-2	1.1	-3	-10	-13	1
40	CCc1ccc(NC(=O)[C@H](C)NC(=O)C2CCN(C(=O)[C@@H](NC(=O)OC(C)(C)C)C(C)C)CC2)cc1	-1.3	6	-6	-6	0.98	-8	2	-2	0.94
41	O=C(OCC(=O)N1CCC(c2ccccc2)=N1)c1ccc(Cl)s1	-0.2	-8	-1	1	0.91	-2	9	-7	1.1
42	Cc1ccc(C(=O)Nn2cnnc2)c(Cl)c1	0.6	-16	0	-2	1	3	-3	-4	1.2
43	Clc1ccc(COc2cccc(CNCc3ccncc3)c2)cc1	68*	-16	0	-6	1.2	-3	-17	4	1.2
44	CC(Sc1ncccn1)C(=O)N1CCc2ccccc21 (configuration not stated)	-1.8	3	-1	-1	0.95	-7	5	4	0.97
45	CC(C)(C)c1[nH]nc2c1C(c1ccc(OC(=O)c3ccco3)cc1)C(C#N)=C(N)O2 (configuration not stated)	0.6	12	-1	-1	1	-8	-1	83*	0.88
46	CCOc1ccccc1NC(=O)c1cccc(NC(=O)c2ccco2)c1	-1.8	21	-2	-1	1	-4	-2	3	0.79
47	CCOc1cc(C=O)cc(Br)c1OCC(=O)NCCc1ccccc1	2.7	2	0	-5	0.93	-3	7	2	0.98
48	CN1CCC(N(C)S(=O)(=O)c2ccc(NC(=O)COc3ccc(Cl)cc3)cc2)CC1	-0.9	-12	3	-7	1	1	0	2	1.1
49	Cc1cc(C)c(C)c(OCCCCN(C)Cc2ccccc2)c1	1.6	15	-3	-3	0.94	-3	6	12	0.85
50	Cc1ccc2c(c1)c1c(n2C)-c2[nH]ncc2CC1	-0.3	9	-3	-1	1.1	-1	-7	-6	0.91
51	CCc1cccc2c(SC(C)C(=O)NCC3CCCO3)nc(-c3ccccc3)nc12 (configuration not stated)	1.8	-18	-4	-2	0.91	7	9	-4	1.2
52	COc1ccc(NC(=O)c2ccc3c(c2)C(=O)N(CC2CCCO2)C3=O)cc1O (configuration not stated)	-0.8	-8	-5	1	0.95	-8	5	-2	1.1
53	COCCCN(C(=O)Cn1ncc2c(=O)oc3ccc(C)cc3c21)C(C)c1ccncc1 (configuration not stated)	1.2	-12	0	-1	1	4	-2	-6	1.1
54	Cc1n[nH]c(C)c1CCNC(=O)C1CCC(=O)N(CCc2cccc(F)c2)C1 (configuration not stated)	0.5	-10	-4	-3	1	3	-4	-3	1.1
55	COC(=O)C(NC(=O)CCc1nnc2ccc(N3CCCCC3)nn12)C(C)C (configuration not stated)	0.1	-10	-1	-2	0.99	-4	1	-8	1.1
56	CC(C)c1ccc(S(=O)(=O)N2CCN(C(=O)C3CC3C)CC2)cc1 (configuration not stated)	0.1	2	-3	0	1	-10	-2	-3	0.98
57	CCNC(=S)NNC(=O)c1csc(C(C)C)c1	-1.2	-3	-1	-2	0.99	-2	0	-6	1
58	OCCNCc1cccc(Br)c1	1.0	14	0	0	0.98	8	2	-5	0.86
59	c1ccc(-c2ccccc2OCCOCCN2CCOCC2)cc1	0.0	2	-6	3	1	-6	-4	1	0.98
60	CO/N=C(\c1ccccc1)c1cccnc1	-0.5	-1	-4	-2	0.93	-4	7	5	1
61	Cc1cc(C)cc(C(=O)Nc2nnc(SCC(=O)N3CCCc4ccccc43)s2)c1	0.1	-8	-4	-3	1	-9	-3	3	1.1
62	CSc1ccccc1NC(=O)Cc1ccccc1	-2.6	-5	-1	-2	1	-1	-3	-2	1.1
63	CCc1ccc(NC(=O)CCC(=O)Nc2nnc(C(C)C)s2)cc1	-1.3	6	-5	0	0.92	-7	8	1	0.94
64	Cc1ccc(Nc2nc(N)c([N+](=O)[O-])c(NCc3ccco3)n2)cc1C	6.4	10	0	0	0.85	-4	15	7	0.9
65	Cc1ccccc1C(=O)NNC(=O)c1ccncc1	-0.2	10	-2	-1	1	-5	-3	1	0.91
